EZH2 inh = inhibitors of human EZH2/PRC2 methyltransferase; Q15910; PRC2 H3K27 methylation, DELFIA TRF, 1 h; inhibition, % at 12.5 µM; 57,000 tested, 0.35% active;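 active = mean inhibition of replicates at least 50% and every single replicate also reaching 50%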;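 also: dimethyl H3K27 on biotinylated H3 21-44 peptide detected by antibody; plate controls were median neutral control wells for no effect and median positive control wells for full effect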
IDH1 R132H inh = inhibitors of human IDH1 R132H; O75874; IDH1 R132H reductase, diaphorase/resazurin fluorescence, 60 min; inhibition, % at 10 µM; 70,000 tested, 0.18% active; AID 624101; in the data active = inhibition above about 34%;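 also: 0% = DMSO and 100% = no enzyme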
Target sequence (O75874 whole entry R132H): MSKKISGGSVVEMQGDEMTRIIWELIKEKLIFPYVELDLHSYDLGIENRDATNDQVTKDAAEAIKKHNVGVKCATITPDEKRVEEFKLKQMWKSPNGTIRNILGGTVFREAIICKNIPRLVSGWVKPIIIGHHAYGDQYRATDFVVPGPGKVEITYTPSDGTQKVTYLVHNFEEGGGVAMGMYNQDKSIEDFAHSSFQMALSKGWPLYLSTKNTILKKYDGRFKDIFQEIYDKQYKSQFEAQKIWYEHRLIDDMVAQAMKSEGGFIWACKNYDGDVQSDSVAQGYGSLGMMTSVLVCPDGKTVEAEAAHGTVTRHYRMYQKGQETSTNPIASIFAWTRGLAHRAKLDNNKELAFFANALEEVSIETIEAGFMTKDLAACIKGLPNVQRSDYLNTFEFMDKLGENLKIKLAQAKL
Starred values were filed as active, the others as inactive; . = not tested or not shown. These rows are one share of the data. The share of hits here may be higher or lower than overall.

SMILES	EZH2 inh	IDH1 R132H inh
COc1ccc(CN(C)C[C@@H]2OCCCC[C@H](C)Oc3ccc(NC(=O)Nc4c(C)noc4C)cc3C(=O)N([C@@H](C)CO)C[C@H]2C)cc1	.	1.9
C[C@H]1CN([C@@H](C)CO)C(=O)c2ccccc2-c2ccccc2CO[C@H]1CN(C)S(=O)(=O)c1ccc(F)cc1	-17	.
COc1cccc(C#Cc2cnc3c(c2)C(=O)N([C@@H](C)CO)C[C@@H](C)[C@@H](CN(C)C(=O)C2CCCCC2)O3)c1	-10	-0.2
CCc1c(C)sc(NC(=S)NCc2cc(C)n(C)n2)c1C(=O)OC	11	-1.6
CN(C)c1ccc2c(c1)[C@H]1C[C@H](CC(=O)NCc3ccc(-c4ccccc4)cc3)O[C@@H](CO)[C@H]1O2	16	-1.5
COc1ccc(NC(=O)N(C)C[C@H]2Oc3ncc(-c4cccnc4)cc3C(=O)N([C@H](C)CO)C[C@@H]2C)cc1	.	-5.7
CS(=O)(=O)Nc1ccc2c(c1)[C@H]1C[C@H](CC(=O)NCC3CC3)O[C@H](CO)[C@H]1O2	5	3.0
CCCC#Cc1cnc2c(c1)C(=O)N([C@@H](C)CO)C[C@H](C)[C@@H](CN(C)S(=O)(=O)c1cccc(OC)c1)O2	-3	-1.7
C[C@H](CO)N1C[C@H](C)[C@H](CN(C)C(=O)NC2CCCCC2)Oc2ncc(-c3ccccc3)cc2C1=O	.	-3.5
CC(C)CC#Cc1cnc2c(c1)C(=O)N([C@@H](C)CO)C[C@@H](C)[C@@H](CN(C)C(=O)c1cnccn1)O2	.	-0.3
Cc1cccnc1NC(=S)Nc1ccc(S(N)(=O)=O)cc1	-2	0.0
O=C1N(Cc2ccccc2)Cc2ccccc2C[C@]12N=C(c1ccc(OCCCO)cc1)O[C@@H]2c1ccccc1	12	-0.2

Gathered by group: those above containing two or more sulfur atoms
SMILES	EZH2 inh	IDH1 R132H inh
CCc1c(C)sc(NC(=S)NCc2cc(C)n(C)n2)c1C(=O)OC	11	-1.6
Cc1cccnc1NC(=S)Nc1ccc(S(N)(=O)=O)cc1	-2	0.0

(further entries)
SMILES	EZH2 inh	IDH1 R132H inh
CC(C)CC#Cc1ccc2c(c1)O[C@H](CN(C)C(=O)c1cccc(F)c1)[C@@H](C)CN([C@H](C)CO)S2(=O)=O	14	0.4
COc1ccccc1S(=O)(=O)N(C)C[C@@H]1Oc2cc(C#CCC(C)C)ccc2S(=O)(=O)N([C@@H](C)CO)C[C@H]1C	.	1.3
CCNC(=O)C[C@H]1CC[C@@H](NC(=O)C2CCC2)[C@H](CO)O1	-5	0.2
COc1ccc(NC(=O)N(C)C[C@H]2Oc3ccc(NC(=O)NC4CCCCC4)cc3CC(=O)N([C@H](C)CO)C[C@H]2C)cc1	-8	1.5
CO[C@H](CN(C)C(=O)c1ccc2c(c1)OCO2)[C@H](C)CN([C@H](C)CO)S(=O)(=O)c1ccc(F)cc1	-3	0.1
C[C@H](CO)N1C[C@H](C)[C@@H](CN(C)C(=O)C2CCCCC2)Oc2ncc(C#CC3CC3)cc2C1=O	-3	1.0
O=C(N[C@@H]1CC[C@H](CCn2cc(-c3ccccn3)nn2)O[C@@H]1CO)c1cccnc1	-14	0.2
Cc1ccc(-n2c(SCC(=O)Nc3ccccc3C)nc3nc4c(cc3c2=O)COC(C)(C)C4)cc1	-7	0.5
C[C@H](CO)N1C[C@H](C)[C@@H](CN(C)C(=O)CCC(F)(F)F)OCCCC[C@H](C)Oc2ccc(NS(C)(=O)=O)cc2C1=O	7	-0.1
CCCNC(=O)N[C@H]1CC[C@H](CC(=O)NC2CCCCC2)O[C@H]1CO	5	0.1
C[C@@H]1CN([C@H](C)CO)C(=O)c2cccc(NC(=O)C3CCOCC3)c2O[C@@H]1CN(C)C	.	-0.5
CN(C)CC(=O)Nc1ccc2c(c1)[C@@H]1C[C@H](CC(=O)NC3CCCC3)O[C@@H](CO)[C@@H]1O2	12	-0.6

Given field by field: 4 of the compounds above
> O=C(N[C@@H]1CC[C@H](CCn2cc(-c3ccccn3)nn2)O[C@@H]1CO)c1cccnc1
  EZH2 inh: -14
  IDH1 R132H inh: 0.2

> Cc1ccc(-n2c(SCC(=O)Nc3ccccc3C)nc3nc4c(cc3c2=O)COC(C)(C)C4)cc1
  EZH2 inh: -7
  IDH1 R132H inh: 0.5

> C[C@H](CO)N1C[C@H](C)[C@@H](CN(C)C(=O)CCC(F)(F)F)OCCCC[C@H](C)Oc2ccc(NS(C)(=O)=O)cc2C1=O
  EZH2 inh: 7
  IDH1 R132H inh: -0.1

> CCCNC(=O)N[C@H]1CC[C@H](CC(=O)NC2CCCCC2)O[C@H]1CO
  EZH2 inh: 5
  IDH1 R132H inh: 0.1

Next entries follow:
SMILES	EZH2 inh	IDH1 R132H inh
C[C@@H]1CN([C@H](C)CO)C(=O)c2cccc(NC(=O)C3CCCCC3)c2O[C@H]1CN(C)Cc1ccccc1	23	1.5
C[C@@H]1CCCCO[C@@H](CN(C)C(=O)Nc2ccccc2)[C@@H](C)CN([C@H](C)CO)C(=O)c2cc(NS(=O)(=O)c3cn(C)cn3)ccc2O1	.	4.8
C[C@H]1CN([C@@H](C)CO)C(=O)Cc2cc(N(C)C)ccc2O[C@@H]1CN(C)C	-2	2.7
CNC[C@H]1Oc2ccc(NS(=O)(=O)c3ccccc3)cc2CC(=O)N([C@@H](C)CO)C[C@@H]1C	0	3.1
O=C(C[C@H]1C[C@H]2c3cc(NC(=O)CC4CC4)ccc3O[C@H]2[C@@H](CO)O1)NCc1cc(F)ccc1F	-5	0.3
CO[C@H]1CN(C)C(=O)c2cc(NC(=O)NC3CCCCC3)ccc2OC[C@H](C)NC[C@@H]1C	4	-0.1
CC(C)NC(=O)N[C@@H]1CC[C@@H](CC(=O)NCCCN(C)C)O[C@H]1CO	5	0.5
COc1ccccc1NC(=O)CSc1n[nH]c(C)n1	-27	-0.3

Some of these compounds in order of heavy-atom count, rising:
SMILES	EZH2 inh	IDH1 R132H inh
C[C@H](CO)N1C[C@H](C)[C@@H](CN(C)C(=O)C2CCCCC2)Oc2ncc(C#CC3CC3)cc2C1=O	-3	1.0
CO[C@H](CN(C)C(=O)c1ccc2c(c1)OCO2)[C@H](C)CN([C@H](C)CO)S(=O)(=O)c1ccc(F)cc1	-3	0.1
C[C@@H]1CN([C@H](C)CO)C(=O)c2cccc(NC(=O)C3CCCCC3)c2O[C@H]1CN(C)Cc1ccccc1	23	1.5

Bioassay records from PubChem.
